Mtb RmlCD inh: blocks M. tuberculosis RmlC and RmlD coupled enzymes | P9WH09+P9WH11 | RmlC+RmlD coupled enzyme assay, percent inhibition; primary screen in compound mixtures | inhibition, % at 3.6 µM | 160,000 compounds, 0.03% hits | AID 1533; in the data active = inhibition mostly above about 34%, no sharp cut-off; inconclusive = no clear call, values can overlap the other calls; inactive = mostly below about 22%; note: some results filed as inactive read as strong as hits
Target sequence (P9WH09 whole entry, looked up): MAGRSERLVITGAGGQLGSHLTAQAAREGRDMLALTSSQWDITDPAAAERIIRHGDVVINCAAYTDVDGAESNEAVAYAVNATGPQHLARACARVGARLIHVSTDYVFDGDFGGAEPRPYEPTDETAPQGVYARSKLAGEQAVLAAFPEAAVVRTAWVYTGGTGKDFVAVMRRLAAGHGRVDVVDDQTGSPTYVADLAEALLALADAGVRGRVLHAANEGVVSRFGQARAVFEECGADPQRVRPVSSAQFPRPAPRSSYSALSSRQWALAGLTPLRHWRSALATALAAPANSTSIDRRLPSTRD
Target sequence (P9WH11 whole entry, looked up): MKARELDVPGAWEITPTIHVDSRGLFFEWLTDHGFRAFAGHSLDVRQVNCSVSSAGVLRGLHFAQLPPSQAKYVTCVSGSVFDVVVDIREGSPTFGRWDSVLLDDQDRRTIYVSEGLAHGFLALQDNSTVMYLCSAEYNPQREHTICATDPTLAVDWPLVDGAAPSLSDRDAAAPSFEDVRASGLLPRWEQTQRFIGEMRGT
GlmU inhibition: inhibition of mycobacterial GlmU enzyme – biochemical, glucosamine-1-phosphate acetyltransferase (AID 1376) | M. tuberculosis GlmU acetyltransferase enzyme assay; higher % means a stronger effect | inhibition, %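 (tested at 30 µM in the primary screen)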; hits with a dose series show IC50 in µM | 220,000 compounds, 0.25% hits; in the data active = inhibition above about 13%; inconclusive = no clear call, values can overlap the other calls;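 note: 0% = complete reaction with vehicle and 100% = reaction without substrate; strong numbers were not always called active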
Active calls of the source: *; ? = inconclusive; nt = not tested or not shown.

SMILES	Mtb RmlCD inh	GlmU inhibition
COc1ccc(C(=O)N2CCN(Cc3cn[nH]c3-c3ccc(OC)cc3F)CC2)cc1	-2	-1.8%
CN1C(C(=O)NCc2cccc(C(F)(F)F)c2)CC2Cn3c(nc4ccccc43)C21 (configuration not stated)	nt	0.1%
CN(CC(=O)Nc1ccc(S(=O)(=O)N2CCCC2)cc1)Cc1cccc(Cl)c1Cl	10	-9.8%
Cc1nc(SCC(=O)c2ccccc2)c(C#N)c(-c2ccco2)c1C(=O)NCc1ccco1	11	-0.2%
CCOC(=O)c1c(-c2ccccc2)csc1NC(=O)CSc1ccccc1	nt	-4.4%
Cn1c(=O)n(C)c2cc(S(=O)(=O)O)ccc21	nt	1.6%
CNC(=S)N1N=C(c2ccc(C)cc2)CC1c1ccc(OC)c(OC)c1 (configuration not stated)	nt	-3.4%
CC(=O)Oc1ccc(-c2cccc(C(=O)OCC(=O)Nc3ccccc3Oc3ccccc3)c2)cc1	7	5.8%
CS(=O)(=O)N(CC(=O)N1CCN(c2ccccc2)CC1)c1cc(C(F)(F)F)ccc1Cl	nt	3.2%
O=C(CCc1nc2ccccc2s1)OCc1ccccc1F	7	8.2%
COc1ccc2oc(=O)c(-c3nnc(NCc4ccco4)s3)cc2c1	?	3.3%
O=C(CSc1nc(-c2ccco2)cc(C(F)(F)F)n1)N1CCSCC1	nt	-4.2%
Cc1cccc2cc(CNCC3CCCO3)c(Cl)nc12 (configuration not stated)	-3	2.1%
COc1ccc(Cn2c(C)c(C)c(C#N)c2NC(=O)Nc2ccc(Cl)cc2)cc1	nt	0.4%
CCCOC(=O)Nc1ccc(N2CCCCC2)cc1	4	-3.2%
Clc1cccc(N2CCN(Cc3nc(-c4ccccc4)no3)CC2)c1	7	-2.9%
O=C(Nc1ccccc1Cl)C(Cl)C(=O)c1ccccc1 (configuration not stated)	11	0.7%
Cc1ccccc1CSc1nnc(C)c(=O)n1N	97	2.1%
COc1ccc(C)cc1N(CC(=O)O)S(=O)(=O)c1ccc(C)cc1	-4	-1.6%
CCSc1nc2c(c(=O)[nH]c(=O)n2C)n1C	nt	-4.8%
COc1ccc(-c2cc(C(F)(F)F)nc(S(C)(=O)=O)n2)cc1OC	-1	2.5%
OCC1(CO)COC(c2cccnc2)N1 (configuration not stated)	nt	-4.7%
COc1ccc(/C=C/C(=O)NCc2ccc(F)cc2)cc1S(=O)(=O)N1CCOCC1	nt	-0.1%
O=C(CSCc1ccccc1Cl)NNC(=O)c1ccccc1	17	2.6%
O=C(Nc1nonc1NC(=O)C1CCCCC1)C1CCCCC1	3	3.1%
COc1ccccc1/C=C1\SC(=S)N(C(C(=O)O)c2ccccc2)C1=O (configuration not stated)	-10	4.2%
CN(C)c1ccc(/C=N/Nc2ccc(-n3ccnc3)nn2)cc1	-9	-3.0%
CC/C(C)=N/Nc1nc2c(c(=O)[nH]c(=O)n2C)n1CCc1ccccc1	6	0.8%
CCN1CCN(c2ccc(NC(=O)COc3ccccc3Cl)cc2)CC1	-5	2.0%
COc1ccc(OC)c(NC(=O)Cn2c(CCC(=O)O)ccc2-c2ccc(C)cc2)c1	nt	-6.3%
COc1cccc(N(CC(=O)Nc2ccccc2C)S(C)(=O)=O)c1	nt	-3.3%
O=C1C=C(NC2CC2)C2(CCCCC2)O1	nt	-0.2%
CCN(CC)C(=O)CCCSc1nnc(Nc2ccccc2F)s1	-8	-3.0%
CCOC(=O)N1CCN(Cc2cc(=O)oc3ccc4ccccc4c23)CC1	nt	1.0%
Cc1nnc(NC(=O)CSc2nnc(-c3ccco3)o2)s1	7	2.1%
COc1ccc(N2CCN(C(c3ccco3)c3sc4nc(C)nn4c3O)CC2)cc1 (configuration not stated)	nt	3.6%
CC(C)NC(=O)C1(O)c2ccccc2NC(=O)N1c1ccc(Cl)c(Cl)c1 (configuration not stated)	-9	2.2%
CCCOP(=O)(O)c1c([N+](=O)[O-])cc(C(F)(F)F)cc1[N+](=O)[O-] (tested in a mixture with another compound)	-15	4.7%
O=C(NCCc1c[nH]c2ccccc12)C(=O)NCC1OCCCN1S(=O)(=O)c1cccs1 (configuration not stated)	-9	-4.8%
Nc1ccc(C(=O)OCC(=O)Nc2cc([N+](=O)[O-])ccc2F)cc1	-9	-2.1%

Complete entries, looked up by structure:
CN(C)c1ccc(/C=N/Nc2ccc(-n3ccnc3)nn2)cc1 is entered as Mtb RmlCD inh = -9; GlmU inhibition = -3.0%
CCCOP(=O)(O)c1c([N+](=O)[O-])cc(C(F)(F)F)cc1[N+](=O)[O-] (tested in a mixture with another compound) is entered as Mtb RmlCD inh = -15; GlmU inhibition = 4.7%
CC(C)NC(=O)C1(O)c2ccccc2NC(=O)N1c1ccc(Cl)c(Cl)c1 (configuration not stated) is entered as Mtb RmlCD inh = -9; GlmU inhibition = 2.2%

Continuation.
SMILES	Mtb RmlCD inh	GlmU inhibition
CC1CCC/C(=N\NC(=O)c2ccncc2)C1 (configuration not stated)	-4	-5.8%
O=C(CCN1C(=O)COc2ccccc21)NCCN1CCOCC1	13	2.2%
CCOC(=O)c1cnn(-c2ccccc2)c1NC(=O)CCl	nt	-3.0%
COCCOC(=O)C1=C(C)NC(=O)NC1C1CC=CCC1 (configuration not stated)	56	4.2%
COc1cc([N+](=O)[O-])ccc1-c1ccc(/C=N/NC(=O)OC(C)(C)C)o1	4	1.7%
CCN(CCn1cccn1)Cc1nc(-c2ccc(C(=O)OC)cc2)no1	nt	4.2%
COc1ccc(C(=O)NC(=S)Nc2ccc3c4c(cccc24)CC3)cc1OC	-13	5.2%
Clc1ccc(SCc2cc(-c3ccccc3)no2)cc1	4	0.1%
Cc1nc(N)sc1C(=O)OCC(C)C	17	-9.1%
Cc1cc(C(=O)N2CCN(c3ncccn3)CC2)c(C)o1	-18	0.9%
Cc1nn(Cc2ccc(Cl)cc2)c(C)c1NC(=O)Cn1nc([N+](=O)[O-])c(Cl)c1C	-9	-4.8%
CC(C)C(=O)N1CCC2(CC1)Oc1ccc(F)cc1C(=O)C21CC(c2cccnc2)=NO1 (configuration not stated)	5	6.4%
O=C(Cn1nc(-c2ccccc2)ccc1=O)Nc1ccc(-n2cnnn2)cc1	-7	-2.9%
COC(=O)c1ccc(COc2ccc3c(c2)CCC3)o1	nt	1.8%
O=C1CS/C(=N/N=C/c2cccs2)N1	28	-5.4%
Cn1nc(/C=C/c2ccccc2)ccc1=O	9	2.5%
COc1ccccc1C(=O)Nc1c2c(nn1-c1cccc(C)c1C)CS(=O)(=O)C2	3	3.3%
COC(=O)CCP(=O)(O)Cc1ccccc1CP(=O)(O)CCC(=O)OC	nt	-5.1%
COc1ccc(/C=N/n2cnc3scc(-c4cccs4)c3c2=O)cc1OC	3	-0.1%
CCO/C([O-])=N/c1sn[n+](C)c1C	6	4.3%

Shown with bars between the fields: entries from further up.
Structure | Mtb RmlCD inh | GlmU inhibition
Cc1nc(N)sc1C(=O)OCC(C)C | 17 | -9.1%
Cc1cc(C(=O)N2CCN(c3ncccn3)CC2)c(C)o1 | -18 | 0.9%
Cc1nn(Cc2ccc(Cl)cc2)c(C)c1NC(=O)Cn1nc([N+](=O)[O-])c(Cl)c1C | -9 | -4.8%

Further structures.
SMILES	Mtb RmlCD inh	GlmU inhibition
O=C(Nc1ccc(S(=O)(=O)N2CCCC2)cc1)C1COc2ccccc2O1 (configuration not stated)	9	2.5%
CC1CN(S(=O)(=O)c2cccc(C(=O)NCCCn3ccnc3)c2)CC(C)O1 (configuration not stated)	8	-0.1%
COc1cccc(-c2nn(-c3ccccc3)cc2C(=O)Nc2nccs2)c1	nt	0.7%
O=C(NCc1cccnc1)c1ccc([N+](=O)[O-])o1	-3	-2.1%
Cn1cnnc1SCC(=O)c1ccc2c(c1)OCCO2	nt	6.7%
Cc1ccc(-c2cccc(CN3CCN(C(C)C)C(CCO)C3)c2)o1 (configuration not stated)	1	-0.9%
Cn1nccc1C(=O)N1CCc2ccccc21	nt	-4.6%
COc1ccc(-n2c(=O)c3ccccc3c3ccccc3c2=O)c(OC)c1	8	-4.9%
O=C(Cn1nc(-c2ccccc2)ccc1=O)Nc1ccc(N2CCN(C(=O)c3cccs3)CC2)cc1	12	-5.4%
CCn1c(SCC(=O)Nc2cccc(F)c2)nnc1-c1cc2cc(Br)ccc2o1	-8	1.7%
Cc1nn(Cc2ccc(C(=O)NC(C)(C)C)o2)c(C)c1Br	-1	1.8%
COC(=O)c1cccc(NS(=O)(=O)c2cccs2)c1C	-4	1.3%
N#Cc1nc(COc2ccccc2Cl)oc1NCc1ccco1	0	6.6%
NC(=O)c1ccsc1NC(=O)COC(=O)c1ccccc1NCc1ccco1	-2	2.2%
CCCc1cc(-c2n[nH]c(=S)n2CC(C)C)cs1	5	7.6%
CCc1ccc(NC(=O)C(C)OC(=O)C2CCC(=O)N2)cc1 (configuration not stated)	nt	-5.9%
CCC(C(=O)N1CC2(C)CC1CC(C)(C)C2)N1C(=O)c2ccccc2C1=O (configuration not stated)	-2	-0.7%
CCN(CCS(=O)(=O)c1ccc(Cl)cc1)C(=O)Nc1ccccc1	10	4.8%
COc1cccc(NC(=O)CSc2nc3ccccc3c(=O)n2Cc2cccs2)c1	nt	-0.9%
O=C(NCc1ccc(Cl)cc1)C1C2C=CC3(CN(Cc4cccnc4)C(=O)C13)O2 (configuration not stated)	nt	-2.4%

Looked up by structure from above, 3 records:
SMILES	Mtb RmlCD inh	GlmU inhibition
NC(=O)c1ccsc1NC(=O)COC(=O)c1ccccc1NCc1ccco1	-2	2.2%
CCCc1cc(-c2n[nH]c(=S)n2CC(C)C)cs1	5	7.6%
CC1CN(S(=O)(=O)c2cccc(C(=O)NCCCn3ccnc3)c2)CC(C)O1 (configuration not stated)	8	-0.1%

Further entries:
SMILES	Mtb RmlCD inh	GlmU inhibition
COc1ccccc1CCNC(=O)CSc1ccc(-c2cccs2)nn1	10	5.3%
CC1CCN(c2cc(C#N)c(C#N)cc2[N+](=O)[O-])CC1	5	4.7%
CCOC(=O)Nc1ccc2c(c1)N(C(=O)CCN(C)C)c1ccccc1S2	-7	-0.1%
Cc1ccc2c(c1)CC1(CN2C)C(=O)NC(=O)N(c2cc(C)ccc2C)C1=O (configuration not stated)	9	nt
CCOc1cccc2cc(-c3csc(NC(=O)CCC(=O)NCCN4CCCCC4C)n3)c(=O)oc12 (configuration not stated)	2	-7.2%
Cc1ccc(S(=O)(=O)NC(=O)c2cc(C)n(CCCn3ccnc3)c2C)cc1	25	-2.7%
Cc1ccc(OCC(=O)Nc2ccc(S(=O)(=O)N3CCN(C)CC3)cc2)cc1	nt	-4.4%
COc1ccc(NC(=O)NCCCN2CCN(c3cc(C)ccc3C)CC2)cc1	-4	-7.8%
Cc1ccc(CNC(=O)COC(=O)c2ccc(S(=O)(=O)N(C)C)cc2)cc1	nt	0.1%
C/C(=N/Oc1nc(C)cc(C)n1)c1ccc(Cl)cc1Cl	nt	-4.5%
CCN(CC)S(=O)(=O)c1ccc(NC(=O)CSc2ncnc3ccccc23)cc1	-1	-8.0%
C[C@H](NC(=O)c1nc[nH]c1C(=O)N[C@@H](Cc1ccccc1)C(=O)OC(C)(C)C)C(=O)OC(C)(C)C	nt	0.5%
O=C(CN(C(=O)CSc1nnc(COc2ccccc2)o1)c1ccc(F)cc1)NC1CCCCC1	nt	-2.9%
CCN(CC)C(=O)CN1C(=O)COCC1=O	-5	0.6%
Cc1ccc(NC(=O)c2ccccc2NS(=O)(=O)c2ccc(Cl)s2)cc1S(=O)(=O)N1CCOCC1	9	9.6%
O=[N+]([O-])c1cc(/C=N\Nc2nc(-c3ccccc3)cs2)ccc1O	17	7.1%
N#Cc1nc(Cc2ccccc2)oc1NCc1ccccc1Cl	22	1.1%
CCn1c(SCC(=O)NC)nnc1C(C)C	nt	0.8%
Cc1ccc2nc(-c3ccccc3)c(CN3CCSCC3)n2c1	13	-1.1%
O=C(NNC(=S)NCc1ccco1)c1ccc(S(=O)(=O)N2CCOCC2)cc1	3	1.2%

Taken from the listing for reference:
SMILES	Mtb RmlCD inh	GlmU inhibition
C[C@H](NC(=O)c1nc[nH]c1C(=O)N[C@@H](Cc1ccccc1)C(=O)OC(C)(C)C)C(=O)OC(C)(C)C	nt	0.5%
O=C(CN(C(=O)CSc1nnc(COc2ccccc2)o1)c1ccc(F)cc1)NC1CCCCC1	nt	-2.9%

The list goes on.
SMILES	Mtb RmlCD inh	GlmU inhibition
NC(=O)C(=O)NCCCN1CCOCC1	4	0.9%
CC(C)c1ccccc1OCCNS(C)(=O)=O	-3	-2.0%
CCOC(=O)c1c(C)[nH]c(C(=O)COC(=O)[C@H](C)NC(=O)c2ccccc2Cl)c1C	-6	4.8%
CCOC(=O)C1CCCN(C(=O)c2ccc(C)c([N+](=O)[O-])c2)C1 (configuration not stated)	5	-0.6%
O=C(CCc1nc(-c2ccccc2)no1)NC1CCCCC1	4	6.1%
CN1CCc2c(C#N)c(N3CCOCC3)nc(NCC3CCCO3)c2C1 (configuration not stated)	-11	5.0%
O=S(=O)(Nc1cccc(-c2nc3cccnc3s2)c1)c1ccc2c(c1)OCCO2	-9	5.6%
C=CCN1C(=O)C2(C(C#N)=C(N)Oc3n[nH]c(CCC)c32)c2ccccc21 (configuration not stated)	nt	1.5%
O=C(COc1ccc2ccccc2c1)N1CCN(C(=O)c2ccc([N+](=O)[O-])cc2)CC1	nt	1.3%
CCNC(=O)c1ccc2c(c1)S(=O)(=O)c1ccccc1C2=O	nt	-5.9%
Cc1cc(C)c(C#N)c(Oc2ccccc2Br)n1	5	0.6%
Cc1[nH]c2ccccc2c1C(=O)Cn1c(=O)oc2ccccc21	nt	1.1%
CCC(=O)N1N=C(c2cccs2)CC1c1ccco1 (configuration not stated)	-2	3.4%
CCOC(=O)C(C(=O)N1CCOCC1)C1CCCCC1 (configuration not stated)	-3	-0.4%
CCOCCCNC(=O)c1ccccc1Br	nt	-5.1%

Screening results from PubChem BioAssay.

These rows are one share of the data; rates above refer to the full screens.
